Assay outcomes (PubChem BioAssay)
KDM5B inh: Primary screen for KDM5B Histone Demethylases FDH-coupled qHTS | hit rate 2.6% among 220,000 | AID 1347165, 2019 | Potency, µM (doses to about 57.7 µM), for the others: at the highest dose activity change, negative = inhibition, usual class: inhibitors | KDM5B demethylase, FDH-coupled NADH fluorescence (FDH is formaldehyde dehydrogenase) | Lysine-specific demethylase 5B (Homo sapiens), Q9UGL1; active = well fitted inhibition curve with a large enough effect; inconclusive = small, poorly fitted or top-dose-only effect; inactive = no such curve, though single readings can be large or run the other way; also: 0% is about no effect; nearly all actives have a fitted effect of over 70% in size
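Coupled FDH/NAD⁺ fluorescence readout. KDM5BΔAP 200 nM final; compound titration, 10 min RT preincubation; substrate mix 12.5 µM H3K4me3, 25 µM 2-OG, 50 µM Fe(II), 100 µM ascorbate, 0.25 mM NAD⁺, 0.25 U/mL FDH; ΔRFU over 30 min.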
An asterisk follows results filed as active; [ ] = another dose, or the depositor's remark. Potency is read from the fitted curve at half-maximal effect. This is a subset; count on the stated rates, not on these rows.

`CC(C)c1ccc(OC(=O)c2cc(-c3ccc(Cl)cc3)on2)cc1` gave KDM5B inh inconclusive.
For O=c1oc2cc([N+](=O)[O-])ccc2nc1/C=C(\O)c1cccc(Br)c1 the results were KDM5B inh inconclusive.
COc1cc(OC)c(OC)cc1/C=C/c1nc2ccccc2[nH]c1=O was read as KDM5B inh -7%.
COc1cccc(C(=O)Nc2ccc3nc(SCc4ccc(C)cc4)sc3c2)c1 was read as KDM5B inh 239%[activator].
O=C(c1ccc(C(F)(F)F)cc1)N1CCn2c(nnc2-c2cccnc2)C1 was read as KDM5B inh 9%[115 µM].
For CC(=O)N/N=C/c1cc(Cl)ccc1OCCCOc1ccc(C)cc1C the results were KDM5B inh 16%.
`COCCC(=O)N1CCC(C2CCN(C(C)=O)CC2)C1` (stereo not drawn) gave KDM5B inh 6%.
Screening NC(=O)[C@@H](Cc1c[nH]c2ccccc12)NC(=O)[C@@H]1CN(C(=O)Nc2ccccc2)CCN1C(=O)C1CCCCC1 returned KDM5B inh 1%.
CCN(CC)CC(=O)N1CCCC(N2CCN(c3ccc(F)cc3)CC2)C1 (stereo not drawn) was read as KDM5B inh -10%.
Screening Cc1ccc(S(=O)(=O)NNC(=S)NCC2CCCO2)cc1 (stereo not drawn) returned KDM5B inh -5%.
O=C(N/N=C/c1ccc2ncccc2c1)c1cccc([N+](=O)[O-])c1 was read as KDM5B inh 26%.
For O=[N+]([O-])c1ccc2nonc2c1Nc1ccccc1Cl the results were KDM5B inh 11%.
`CCN(CC)CCN(C(=O)c1ccco1)c1nc2c(C)c(C)ccc2s1` gave KDM5B inh inconclusive.
Cn1cc([C@@H](NC(=O)c2n[nH]c3c2CCC3)C2CC(O)C2)cn1 (stereo partly drawn) was read as KDM5B inh -10%.
Screening O=C(Nc1cc(Cl)cc(Cl)c1)Nc1cnccn1 returned KDM5B inh 18%.

By substructure: the compounds so far containing an aryl methoxy group (2)
COc1cc(OC)c(OC)cc1/C=C/c1nc2ccccc2[nH]c1=O was read as KDM5B inh -7%.
COc1cccc(C(=O)Nc2ccc3nc(SCc4ccc(C)cc4)sc3c2)c1 was read as KDM5B inh 239%[activator].

Other records.
`O=C(c1ccc(Cl)cc1)N1C[C@@H](CO)[C@H](c2nc(C3CC3)no2)C1` gave KDM5B inh -14%.
`O=C(CN1CCN(c2ccc(Cl)cc2)CC1)Nc1ccc(F)cc1F` gave KDM5B inh -9%.
c1ccc(-c2c(SSc3c(-c4ccccn4)c(-c4ccccn4)n4ccccc34)c3ccccn3c2-c2ccccn2)nc1 was read as KDM5B inh inconclusive.
For COc1ccc(CNC(=O)CC2CCOCC2)cc1 the results were KDM5B inh -6%.
Screening O=C(NCc1csc(-c2cccs2)n1)C1CCCCC1 returned KDM5B inh inconclusive.
`Cc1ccsc1C(=O)NCCn1c(C)cnc1C1CCC1` gave KDM5B inh 22%.
`COc1ccc(-c2noc([C@@H]3Cc4nc[nH]c4CN3C(=O)c3ccc(F)cc3)n2)cc1` gave KDM5B inh -34%[86.2 µM].
Screening CN(CCNC(=O)c1cc2c(-c3ccccc3F)nn(C)c2s1)C1CCCCC1 returned KDM5B inh inconclusive.
O=C(C[C@@H]1CCNC[C@@H]1Cc1cc(-c2ccc(F)cc2)on1)N1CCC(Cc2ccccc2)CC1 was read as KDM5B inh -27%.
Cc1nccn1CC(=O)N1CCC2(CC1)CNC(C(=O)O)C2 (stereo not drawn) was read as KDM5B inh 33%[activator].
`COc1ccc(CCN2CC(C(=O)N3CCSCC3)CCC2=O)cc1` (stereo not drawn) gave KDM5B inh 12%.
c1ccc(-c2nc(C3CC3)no2)c(OC2CN(Cc3ccncc3)C2)c1 was read as KDM5B inh inconclusive.
`O=C(CN1c2ccccc2Sc2ccccc21)N/N=C/c1ccc(Cl)cc1Cl` gave KDM5B inh inconclusive.
COc1cccc(C(=O)N2C(C(=O)NC3CC3)COC23CCN(C(=O)c2ccc(F)cc2)CC3)c1 (stereo not drawn) was read as KDM5B inh -12%.
For CC(C)n1nc(C(=O)N2CCSCC2)c2ccccc2c1=O the results were KDM5B inh 1%.
CN(CC(=O)NC1(c2ccccc2)CCC1)c1ncnc2nc[nH]c12 was read as KDM5B inh 17%.
`CN(C(=S)NC(=O)c1ccccc1)c1c(N)n(Cc2ccccc2)c(=O)[nH]c1=O` gave KDM5B inh -8%.
For CCN1c2cc(C(=O)Nc3ccc(C)c(Cl)c3)ccc2C(=O)N2CCCC21 (stereo not drawn) the results were KDM5B inh inconclusive.
`NC(=O)c1cc(S(=O)(=O)NCc2ccccc2)cs1` gave KDM5B inh -62%.
`COC1CCC12CCN(C(=O)c1ccc(C)s1)CC2` (stereo not drawn) gave KDM5B inh -14%.
`COCc1c(C(=O)N/N=C/c2ccncc2)nnn1-c1nonc1N` gave KDM5B inh 0%.
Screening O=C(Nc1ccc(-c2cn3c(n2)SCC3)cc1)c1ccco1 returned KDM5B inh -12%.
`CN(C)c1cccc(C(=O)N2CCn3nc(Cc4ccccc4)cc3C2)c1` gave KDM5B inh 5%.
For CC(=O)Nc1ccc(NC(=O)c2cc(=O)c3cc(Cl)ccc3o2)cc1 the results were KDM5B inh 9%.
CC(C)C[C@@H]1N[C@H](C(=O)NC2CCC2)Cc2cn(Cc3ccncc3)c3cccc1c23 was read as KDM5B inh inconclusive.
Cc1nn(C)cc1CNC(=O)C1CCC(=O)N(Cc2cccc(C(F)(F)F)c2)C1 (stereo not drawn) was read as KDM5B inh 25%.
Screening CS(=O)(=O)c1ccc2c(c1)nc1n2[C@@H](CNC2CCCCC2)COC1 returned KDM5B inh 15%[86.2 µM].
For O=C(CCC1CCCCC1)N(c1ccc(Br)cc1)C1C=CS(=O)(=O)C1 (stereo not drawn) the results were KDM5B inh 17%.
CCc1nnc(NC(=O)c2cc(C)nc3ccc(C)cc23)s1 was read as KDM5B inh -9%.
Cc1cc(OCc2coc(-c3ccccc3)n2)ccc1Cl was read as KDM5B inh 7%.
`COCCn1cnnc1SCc1ccc(Cl)s1` gave KDM5B inh 22%.
Screening Cc1cc(C)c(NC(=O)C(C)n2c(=O)c(C(F)(F)F)nc3ccccc32)c(C)c1 (stereo not drawn) returned KDM5B inh inconclusive.
`COc1ccc2nc(C)c(C(=O)NCc3cccnc3-n3cncn3)cc2c1` gave KDM5B inh inconclusive.
`CCOC(=O)CSc1nc2cc(OC)c(OC)cc2c2nc(-c3ccccc3)nn12` gave KDM5B inh inconclusive.
O=C(N/N=C/c1ccc([N+](=O)[O-])o1)C1CCCC1 was read as KDM5B inh -9%.
For Cc1ccc(C(=O)NC2CCN(C(=O)N3CC4CC(C3)[C@H]3CCCC(=O)N3C4)CC2)s1 (stereo partly drawn) the results were KDM5B inh 21%.
Screening COC(=O)CNC(=O)c1nc2sccn2c1Br returned KDM5B inh -16%[86.2 µM].
For c1cc2cc(Nc3cnc4ccc(N5CCOCC5)nn34)ccc2[nH]1 the results were KDM5B inh -22%[86.2 µM].
Screening CC(C)COc1cc(=O)n2c(c1C(=O)NCC1CCCCC1)CCCCC2 returned KDM5B inh 14%.
Screening COc1ccccc1NC(=O)COC(=O)c1cc2ccccc2cc1O returned KDM5B inh 16%.
CCCc1cnc2c(c1SCC(=O)Nc1ccc(C)c(Cl)c1)c(=O)n(C)c(=O)n2C was read as KDM5B inh -14%.
`Cc1c(Cl)cccc1NCc1cc(=O)n2[nH]c(-c3ccccc3)nc2n1` gave KDM5B inh -8%.
For CN(C)S(=O)(=O)N1C[C@@H](Oc2cccnc2)C[C@H]1C(=O)N1CCOCC1 the results were KDM5B inh 4%.
Screening Clc1cccc(-n2ncc3c(NCCc4ccccc4)ncnc32)c1 returned KDM5B inh inconclusive.
COc1ccc(CC2CCOC3(CCN(C(=O)c4cc5ccccc5[nH]4)CC3)C2)cc1 (stereo not drawn) was read as KDM5B inh -40%.
`NS(=O)(=O)c1ccc(F)c(C(=O)NC2CCc3[nH]ncc3C2)c1` (stereo not drawn) gave KDM5B inh -4%.
Screening O=C(COC(=O)C1(c2ccc(Cl)cc2)CCCC1)c1ccc(Br)cc1 returned KDM5B inh 20%.
For CCCCn1c(=O)c2oc3ccccc3c2n(CC(=O)Nc2cccc(Cl)c2)c1=O the results were KDM5B inh -26%.
O=C(NC1CCSc2ccccc21)c1cc2c(s1)CCC2 (stereo not drawn) was read as KDM5B inh -2%.
C=CCNC(=S)N1CCN(S(=O)(=O)c2ccc(C)cc2)CC1 was read as KDM5B inh 8%.
Screening O=C(NC1CC1)[C@@H]1C[C@H](Oc2ccccc2)CN1C(=O)c1ccco1 returned KDM5B inh 16%.
CC1CCN(S(=O)(=O)c2ccc(NC(=O)c3ccncc3)cc2)CC1 was read as KDM5B inh -11%.
Screening Cn1c(=O)[nH]c(=O)c2c1nc(NCc1ccccc1)n2CCO returned KDM5B inh 8%.
CCc1ccc(NC(=O)Cn2nnc(-c3ccccc3N)n2)cc1 was read as KDM5B inh -17%.
`O=C(COc1ccccc1)Nc1cccn2nc(C3CCC3)nc12` gave KDM5B inh 4%.
`CCn1c(CO)nnc1C1CC(NC(=O)Cc2ccc(-n3cnnn3)cc2)C1` (stereo not drawn) gave KDM5B inh 22%.
`Cc1nc(Nc2ccc(NC(=O)c3ccco3)cc2)cc(N2CCOCC2)n1` gave KDM5B inh 4%.
For Cc1cc2oc(C(=O)Nc3sc4c(c3C(=O)NCC3CCCO3)CCCC4)cc(=O)c2cc1C (stereo not drawn) the results were KDM5B inh -12%.
For COc1ccc(/C=C/c2ccc3cccc([N+](=O)[O-])c3n2)cc1OC the results were KDM5B inh 3%.
O=C1C(=O)N(C2CCNCC2)CCN1Cc1ccccc1 was read as KDM5B inh 101%[activator].
Screening Cc1cc2c(cc1S(=O)(=O)NCc1ccc(F)cc1)n(C)c(=O)c(=O)n2C returned KDM5B inh inconclusive.
`COC(=O)[C@H](NC(=O)[C@@H]1C[C@H](NC(=O)Nc2ccc(F)cc2F)CN1C(=O)c1cccn1C)C(C)C` gave KDM5B inh 0%.
`CO[C@H]1C(=O)N(C(C)C)[C@H]1C1CCN(S(=O)(=O)c2cn(C)cn2)CC1` gave KDM5B inh -22%.
For O=C(Cn1ccn2nc3c(c2c1=O)CCCC3)NCCc1ccccc1 the results were KDM5B inh inconclusive.
For C[C@H]1[C@@H]2[C@@H](O)C([C@H](C)C(=O)NC3CC3)CC[C@@]2(C)CC[C@@H]1NC(=O)c1cnccn1 (stereo partly drawn) the results were KDM5B inh inconclusive.
Screening COc1cc(C(=O)NC2CCCc3ccccc32)ccc1C (stereo not drawn) returned KDM5B inh 15%.
For CCCCOc1ccc(C2c3c(-c4ccccc4O)n[nH]c3C(=O)N2Cc2ccncc2)cc1OC (stereo not drawn) the results were KDM5B inh -18%.
Screening CC1=CC(C)C(/C=N/N=C(N)N)C(C)C1 (stereo not drawn) returned KDM5B inh 6%.
Screening COCCO[C@H]1C(=O)N(C2CCN(C(=O)c3ocnc3C)CC2)[C@H]1c1ccncc1 returned KDM5B inh -16%.
`COc1ccc(-c2cn3c(n2)sc2cc(C(=O)NCCc4ccccc4)ccc23)cc1` gave KDM5B inh inconclusive.
For COc1ccccc1Nc1nc(N)nc(CN2CCN(c3ccccc3)CC2)n1 the results were KDM5B inh -31%.
`CCOC(=O)c1cnc2c(ccc3ccccc32)c1Nc1ccccc1OC` gave KDM5B inh -14%.
Cc1ccccc1NC(=O)CCn1ccn2nc3c(c2c1=O)CCCC3 was read as KDM5B inh 24%.
`CCn1c(SC)nnc1C1CCN(CC(=O)Nc2ccccc2N2CCOCC2)CC1` gave KDM5B inh -16%.
CC(C)CCC(=O)N[C@@H]1CN(Cc2ccncc2)C[C@H]1CN(C)C was read as KDM5B inh inconclusive.

Molecules from the list above that have an aryl thioether with sulfur outside any ring (five):
COc1cccc(C(=O)Nc2ccc3nc(SCc4ccc(C)cc4)sc3c2)c1 was read as KDM5B inh 239%[activator].
`COCCn1cnnc1SCc1ccc(Cl)s1` gave KDM5B inh 22%.
`CCOC(=O)CSc1nc2cc(OC)c(OC)cc2c2nc(-c3ccccc3)nn12` gave KDM5B inh inconclusive.
CCCc1cnc2c(c1SCC(=O)Nc1ccc(C)c(Cl)c1)c(=O)n(C)c(=O)n2C was read as KDM5B inh -14%.
`CCn1c(SC)nnc1C1CCN(CC(=O)Nc2ccccc2N2CCOCC2)CC1` gave KDM5B inh -16%.

Remaining list, next part:
Screening CCCCNS(=O)(=O)c1ccc2nc(-c3cccnc3)cc(C(=O)NC3CC3)c2c1 returned KDM5B inh 15%.
Screening Cc1ccccc1Oc1nc2c(c(=O)n(C)c(=O)n2C)n1C returned KDM5B inh 34%[activator].
`O=C1[C@@H]2C[C@@H](CN2C2CCOCC2)Oc2ccccc2N1Cc1ccc(OC(F)(F)F)cc1` gave KDM5B inh -5%.
O=C(c1[nH]nc2c1CCc1ccccc1-2)N1CCC(c2noc(-c3cccnc3)n2)C1 (stereo not drawn) was read as KDM5B inh 11%.
Screening COc1ccc(-c2noc(CC3CCN(C(=O)Cc4ccccc4Cl)CC3)n2)cc1 returned KDM5B inh -4%.
Screening c1coc(-c2nnc3n2C2(CCCC2)Cc2ccccc2-3)c1 returned KDM5B inh 19%.
Screening Cn1nc2n(c1=O)CCN(S(=O)(=O)c1ccc(Cl)s1)CC2 returned KDM5B inh 8%.

Reprinted at random: two compounds from above
`COC1CCC12CCN(C(=O)c1ccc(C)s1)CC2` (stereo not drawn) gave KDM5B inh -14%.
Screening O=C(NC1CC1)[C@@H]1C[C@H](Oc2ccccc2)CN1C(=O)c1ccco1 returned KDM5B inh 16%.
